NOD2 inhibition – inhibition of NOD2-driven NF-kB reporter – cell-based, luminescence, uHTS, HEK293 (AID 1566). HEK293 NOD2/NF-kB luciferase reporter, luminescence; higher % means a stronger effect. inhibition, % at 4 µM, or EC50 in µM where a hit was titrated. 290,000 compounds, 0.63% hits; note: many of its hits are not listed in these tables
KOR beta-arrestin-1 – KOR antagonists, beta-arrestin recruitment, cell-based, luminescence, uHTS (AID 1778); KOR beta-arrestin recruitment, luminescence, antagonist mode; higher % means a stronger effect; inhibition, % at 10 µM, or IC50 in µM where a hit was titrated; 290,000 compounds, 0.091% hits; note: strong numbers were not always called active
GPR35 antagonists – inhibition of zaprinast-stimulated GPR35 beta-arrestin translocation – imaging, U2OS, beta-arrestin-GFP, zaprinast agonist, primary screen (AID 2058). U2OS GPR35 beta-arrestin-GFP translocation imaging, zaprinast antagonism; higher % means a stronger effect. one-dose inhibition, % at 10 µM; IC50 in µM for titrated hits. 290,000 compounds, 0.052% hits;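 active = inhibition of at least 50% with at least 30 cells and total cytoplasm GFP at most 10,000,000; inconclusive = under 30 cells or total GFP of 10,000,000 plus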
HIV fusion peptide – inhibitors of HIV fusion peptide binding, primary screen, biochemical, uHTS, fluorescence dequenching (AID 1986) | 290,000 compounds, 0.3% hits | inhibition, % at 20 µM, or IC50 in µM where a hit was titrated | cell-free peptide binding, fluorescence dequenching, 30 min; higher % means a stronger effect; in the data active = inhibition mostly above about 52%, no sharp cut-off; inactive = mostly below about 76%; note: some results filed as inactive read as strong as hits
GPR55 antagonists – inhibition of LPI-stimulated GPR55 beta-arrestin translocation – imaging, U2OS, beta-arrestin-GFP, LPI agonist, primary screen (AID 2013) | 290,000 compounds, 0.13% hits | one-dose inhibition, % at 10 µM; IC50 in µM for titrated hits | U2OS GPR55 beta-arrestin-GFP translocation imaging, LPI antagonism; higher % means a stronger effect;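 active = spots per cell inhibited over 60%, with over 100 cells counted and total cytoplasm intensity under 500,000; inconclusive = wells with under 100 cells, flagged as likely toxic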;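 note: U2OS cells stably carrying GPR55 and arrestin-GFP stimulated by 5 µM LPI near EC80; imaged beta-arrestin-GFP aggregate spots per cell after agonist stimulation; plate controls were LPI-stimulated DMSO wells for no effect and DMSO wells without LPI for full effect; some results filed as inactive read as strong as hits; confirmed hits need IC50 under 10 µM and bright autofluorescent wells are also inconclusive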
Myeloid diff 2 – myeloid differentiation induction. ER-HoxA9 myeloid progenitors, lysozyme-GFP differentiation, flow cytometry. calls only at 10 µM. 360,000 compounds, 1% hits;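 active = normalized GFP-positive differentiation at or above the plate's own cutoff, the solvent-only control mean plus 3 SD; inconclusive = no clear call, values can overlap the other calls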;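 note: cells exposed to compound for four days before flow analysis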
NOD1 inhibition – inhibition of NOD1-driven NF-kB reporter – cell-based, luminescence, uHTS, primary screen (AID 1578) | one-dose inhibition, % at 4 µM; EC50 in µM for titrated hits | NOD1-driven NF-kB luciferase reporter cells, luminescence; higher % means a stronger effect | 290,000 compounds, 1% hits; in the data active = inhibition mostly above about 36%, no sharp cut-off; inactive = mostly below about 34%;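 note: HEK-293T reporter cells stimulated with the NOD1 agonist gamma-tri-DAP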
KOR beta-arrestin-2 – KOR agonists, beta-arrestin recruitment, primary screen, cell-based, luminescence, uHTS (AID 1777). activation, % at 10 µM, or EC50 in µM where a hit was titrated. 280,000 compounds, 0.02% hits. KOR beta-arrestin recruitment, luminescence; higher % means a stronger effect; in the data active = activation above about 50%, passing the limit was not always enough; note: a part of the inactive calls stands beside numbers as strong as those of hits
GPR55 beta-arrestin – selective activators of receptor GPR55 – imaging, U2OS cells, beta-arrestin-GFP redistribution, primary screen (AID 1961); 290,000 compounds, 0.048% hits; activation, % at 10 µM; hits with a dose series show EC50 in µM; U2OS GPR55 beta-arrestin-GFP redistribution imaging; higher % means a stronger effect;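 active = activation above 40% with more than 50 cells counted in the well; inconclusive = wells holding fewer than 50 cells, flagged as toxic or sparse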;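 note: U2OS osteosarcoma cells stably expressing GPR55 and beta-arrestin-GFP; plate controls were DMSO negative control for no effect and LPI positive control for full effect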
Myeloid diff 2 GFP+ MAC1+ % – second read-out of Myeloid diff 2, no call of its own (marks repeat the call); GFP+ MAC1+ double positive, %; measured here: differentiation confirmed by MAC1 staining
Starred values were filed as active, the others as inactive; i = inactive; ? = inconclusive; / = not tested or not shown; + = active, no number; [ ] = remark or other dose. Cut-off read from the data, not from the text of the source, unless noted: active = inhibition above about 50%; inactive = the rest. The list is partial, so the mix of outcomes need not match the whole.

Compound | NOD2 inhibition | KOR beta-arrestin-1 | GPR35 antagonists | HIV fusion peptide | GPR55 antagonists | Myeloid diff 2 | Myeloid diff 2 GFP+ MAC1+ % | NOD1 inhibition | KOR beta-arrestin-2 | GPR55 beta-arrestin
O=C(Nc1cccc(NC(=O)c2ccc(-c3ccc(Br)cc3)o2)c1)c1ccccc1 | -197% | -6% | -2% | 8.8% | 2% | i | 1.2 | -105% | 2.4% | -0.2%
CC1(C(=O)NNC(=O)c2ccc(=O)oc2)CC1Br (centres undefined) | 22% | 3% | 11% | 56% | -6% | i | 0.5 | 0% | 1.3% | 0.3%
C/C(=N\NC(=S)NCc1ccccc1)c1cccc(Br)c1 | -48% | 16% | 15% | -1.1% | 8% | i | 0.5 | 5% | 4.9% | 0.5%
O=C(NCc1ccccn1)c1cc2ccccn2n1 | -6% | -8% | 0% | -0.4% | 6% | i | 0.6 | -33% | -1.5% | -0.2%
CCN(CC)CCCNC(=O)c1cc(-c2ccc3c(c2)OCO3)on1 | -4% | -42% | -12% | -0.6% | -6% | / | / | -3% | 4.7% | -0.1%
Fc1cccc(/C=N/Nc2nccnc2Cl)c1 | -16% | 14% | -7% | -0.1% | 7% | i | 0.1 | -23% | -4.0% | -0.2%
CCOC(=O)c1ccc(NC(=O)Nc2cc(C)on2)cc1 | -5% | 13% | -2% | -0.9% | -2% | i | 0.4 | -5% | 4.9% | -0.2%
CC[C@H](C)[C@@H](NC(=O)O[C@@H]1C(=O)c2cc(Br)ccc2O[C@H]1c1cccc(OC)c1)C(=O)OC | 2% | -16% | -8% | 4.0% | 11% | / | / | -34% | 3.1% | 0.2%
COc1cccc(NC(=S)N(CCCN2CCCC(C)C2)Cc2cccs2)c1 (centres undefined) | 1% | 8% | -13% | -1.3% | 15% | / | / | -24% | 1.9% | 0.6%
CC(C)CCN(CCC(C)C)C(=O)Cc1c(O)c2ccccc2[nH]c1=O | -1% | 1% | 2% | 3.7% | 4% | i | 0.8 | 0% | -1.7% | 0.2%
CN(CC(=O)Nc1ccc(F)c(F)c1)S(=O)(=O)c1cccs1 | 9% | -2% | 0% | -0.2% | 15% | i | 0.1 | 1% | -1.6% | -0.2%
CSCCC(NC(=O)C1CCC(C)CC1)C(=O)NCc1ccco1 (centres undefined) | -6% | 26% | 5% | -1.2% | 7% | i | 1.1 | -24% | -4.4% | -0.2%
Cc1ccccc1NC(=O)C1CCN(C(=O)NC2CCCCC2)CC1 | -3% | 0% | 2% | -1.8% | -3% | i | 0.3 | -39% | -1.5% | -0.2%
O=C(c1ccco1)N1CCN(S(=O)(=O)c2ccc(S(=O)(=O)NC3CC3)cc2)CC1 | -4% | 4% | 20% | 9.1% | 13% | i | 6.9 | -20% | -3.5% | -0.2%
Cc1nc2ncnn2c(C)c1Cc1cccc(F)c1 | 13% | 18%[20 µM] | -3% | 0.2% | -6% | ? | / | 2% | -6.3% | -0.1%
Cc1cccc(CSCc2ccc(C(=O)NC3CCCC3)o2)c1 | 6% | 5% | -12% | -0.5% | -4% | i | 0.0 | 7% | 0.8% | 0.1%
COc1ccc(S(=O)(=O)NCCCCCC(=O)O)cc1C(=O)O | 9% | 8% | 9% | -0.8% | 12% | i | 0.7 | -7% | -2.4% | 0.1%
CCc1ccccc1N(CC(=O)NC1CCCCC1)C(=O)CCCC(=O)Nc1ccccn1 | 3% | 37% | -24% | -0.7% | -2% | i | 0.9 | -22% | -0.4% | -0.2%
COC(=O)CC(c1ccc(OC)c(OC)c1)c1ccc(OC)c(OC)c1 | 10% | -46%[20 µM] | ? | -0.7% | 13% | i | 0.6 | 7% | -2.4% | -0.1%
Cc1cccc(Cn2c(-c3ccc[nH]c3=O)nc3ccccc32)c1 | 4% | -20% | -2% | -1.3% | 2% | i | 1.3 | -10% | 1.5% | -0.3%
CC1CCN(CC(=O)Nc2ccc(Br)cc2[N+](=O)[O-])CC1 | -12% | -22% | -21% | -0.3% | 0% | i | 0.3 | -19% | -5.2% | -0.2%
COc1ccc(N=C(N)SCc2ccccn2)cc1 | -12% | -10% | -4% | 4.7% | 5% | i | 0.5 | -36% | 4.8% | -0.2%
Cn1c(C(=O)N2CCCC(C(=O)NCCCSC3CCCCC3)C2)cc2sccc21 (centres undefined) | 33% | 4% | -4% | 1.2% | 2% | i | 0.8 | 42% | -6.3% | 0.0%
COc1ccc(/C=C/C(=O)Nc2ccc(-c3nnc4n3CCCCC4)cc2)c(OC)c1 | 34% | -33% | 14% | -0.8% | 2% | i | 0.6 | 5% | 7.6% | -0.1%
CC(=O)Nc1nc2n(n1)C(c1ccc(F)cc1)C=C(c1ccccc1)N2 (centres undefined) | 4% | -11% | 9% | -3.3% | -5% | i | 0.9 | -7% | -0.1% | -0.2%
Cc1noc(C(=O)NCc2ccccc2)c1Cl | -3% | -42% | -4% | -1.7% | -4% | i | 2.9 | 0% | 2.0% | -0.2%
CCn1c(SCC(=O)NC2CC2)nnc1C(C)Oc1ccccc1 (centres undefined) | 3% | 10% | 19% | 0.2% | 14% | i | 8.1 | -24% | -4.7% | 0.0%
O=C(CCN1CCc2ccccc2C1)Nc1ccc(F)c(F)c1 | -5% | 21% | -2% | -1.9% | -2% | i | 0.2 | -6% | -1.0% | -0.3%
Cc1ccc(C(=O)NC(=S)Nc2ccc(-c3cc4ccccc4oc3=O)cc2)c(C)c1 | 40% | -31% | 0% | 2.9% | 3% | i | 0.6 | 12% | 9.5% | 0.1%
CC12CN(C(=O)c3ccccc3Br)CC(C)(CN(C(=O)c3ccccc3Br)C1)C2=O | 4% | 32% | 2% | -1.2% | 0% | i | 0.6 | -2% | -2.6% | -0.1%
O=C(NCC(=O)N1CCN(C(=O)c2ccco2)CC1)c1ccc(Br)cc1 | 2% | -21% | -7% | 2.3% | -1% | i | 0.6 | -19% | -0.2% | -0.1%
CCOC(=O)c1c(NC(=O)c2ccncc2)sc(C)c1C | 0% | -37% | -5% | 0.2% | -1% | i | 0.2 | -52% | 2.8% | 0.1%
CN(CCCNC(=O)C1CCCN(S(=O)(=O)c2cnc[nH]2)C1)c1ccccc1 (centres undefined) | 4% | 41% | -3% | -2.4% | 6% | i | 2.3 | 18% | -1.6% | -0.1%
Cc1ccc(-c2csc(NC(=O)c3ccccc3F)c2C(=O)O)cc1 | 6% | -33% | -10% | 7.7% | 2% | i | 3.6 | -2% | 5.0% | -0.1%
Cc1ccc2nc(C)c(CN3CCN(c4ccc([N+](=O)[O-])cc4Cl)CC3)n2c1 | 53%* | -58% | 17% | -0.4% | -19% | ? | / | 37% | 1.6% | -0.1%
COCC1CCN(C(=O)c2ccc3oc(Cc4ccc(Cl)cc4)nc3c2)C1 (centres undefined) | 8% | -24% | 5% | -0.7% | -1% | ? | / | 10% | 6.5% | -0.1%
COc1ccc(-c2ccc(OC)c([C@H]3[C@H]4C=CC[C@@H](C)[C@@H]4C(=O)N3Cc3ccccc3)c2)cc1C | 18% | 16% | 3% | 2.5% | 20% | i | 1.5 | -6% | -4.4% | 0.7%
COc1cc(C(CC(=O)Nc2ccc(Cl)cn2)N2Cc3ccccc3C2=O)cc(OC)c1OC (centres undefined) | 4% | -1% | -6% | 2.6% | -7% | i | 0.3 | -11% | -5.3% | 1.3%
Cc1c(Cl)c([N+](=O)[O-])nn1CC(=O)NC(C)C1CC2CCC1C2 (centres undefined) | -26% | -3% | 2% | 0.9% | 9% | i | 0.2 | -21% | -1.3% | -0.1%
O=C(CSc1nc2ccccc2c(=O)n1-c1ccc(F)cc1)Nc1cc(S(=O)(=O)N2CCOCC2)ccc1Cl | -4% | -15% | -7% | 2.3% | 6% | i | 1.4 | -25% | 5.0% | 0.1%
N#Cc1c(C(F)(F)F)cc(-c2ccccc2)nc1SCc1nc(N)nc(N2CCOCC2)n1 | 8% | -4% | 14% | 67%* | 29% | + | 10* | -35% | 12% | 0.2%
O=C(COc1ccc(F)cc1)NCC1CCCO1 (centres undefined) | 3% | 14% | 2% | -1.2% | -10% | i | 1.8 | 0% | 2.0% | 0.2%
COCc1[nH][nH]c(=O)c1C=Nc1ccc(OC(F)(F)F)cc1 | 7% | -38% | 5% | -0.2% | 0% | i | 0.2 | -31% | -1.0% | 1.7%
C[C@H]1CN=C(Nc2ccccc2)N1CCCC1CCCCC1 | -18% | -25%[20 µM] | 2% | -0.2% | -2% | i | 0.8 | -31% | -5.0% | -0.2%
COc1ccc(-c2ccc(S(=O)(=O)NCC3CCCO3)cc2)cc1 (centres undefined) | 7% | -51% | -11% | -1.3% | 2% | i | 0.5 | 56% | 0.8% | 0.5%
COc1cc(SC)ccc1C(=O)Nc1ccc2ncccc2c1 | -151% | -12%[20 µM] | 5% | 0.1% | 5% | i | 0.6 | -6% | -3.9% | -0.2%
O=C(NC(=O)c1ccccc1)Nc1ccccn1 | 26% | 4% | 2% | 1.4% | 7% | i | 0.7 | 64%* | -4.1% | -0.1%
COc1cc2nc(Nc3ccc(F)cc3)nc(N)c2cc1OC | 9% | 4% | 3% | 1.3% | 8% | i | 0.5 | -6% | 2.2% | 0.6%
COc1cc(/C=C(\C#N)c2nc3ccccc3n2C)cc(OC)c1O | 18% | -28% | -5% | 27% | 10% | i | 0.7 | -17% | -2.0% | -0.5%
O=C(C[n+]1ccccc1)Nc1ccccc1Br | 20% | -11%[20 µM] | 20% | -1.4% | 17% | i | 0.4 | -6% | / | -0.1%
CCOC(=O)c1ccc(NC(C)=O)c([N+](=O)[O-])c1 | 5% | 10% | 1% | 0.3% | 8% | i | 0.9 | -2% | 7.9% | -0.1%
COc1ccccc1/C=C/C=N/NC(=O)c1cc(-c2ccc(C)o2)[nH]n1 | 13% | -15% | -13% | -1.9% | -15% | i | 0.3 | 12% | -2.8% | -0.1%
O=C(CSc1ccccn1)N/N=C/c1cccc([N+](=O)[O-])c1 | 6% | -9% | 10% | 1.5% | 10% | i | 0.6 | -35% | 0.8% | 0.0%
CCOC(=O)Cc1c(C)nc2cc(C)nn2c1C | 20% | -6% | -6% | 2.6% | 1% | i | 0.4 | -2% | 7.5% | -0.3%
O=C(CCCSc1nc2sc3c(c2c(=O)[nH]1)CCC3)NCCCO | 1% | -19% | -2% | -0.9% | -21% | i | 6.7 | -15% | 2.8% | -0.1%
O=C(CN1C(=O)S/C(=C\C=C\c2ccccc2)C1=O)Nc1cccc(O)c1 | -33% | -15% | 4% | 2.4% | -5% | i | 0.9 | -37% | -4.1% | 0.3%

From PubChem
